Screening results as filed in PubChem.
A549 viability – kills or reduces viability of A549 cells in Nrf2 counter-screen; Potency, µM (doses to about 46 µM), inactives show at the top dose activity change, negative = cytotoxicity, most hits filed as inhibitors; A549 ARE-Fluc cells, CellTiter-Fluor viability, 18-24 h; 390,000 tested, 0.16% active; note: potency is the fitted concentration of half-maximal effect; % is set by controls: 0 for no effect and ±100 for the full control effect
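A549 ARE_Fluc cells in 5% FBS OPTI-MEM were exposed to compounds in concentration-response for 18-24 h at 37 deg C. Viability was read by CellTiter-Fluor fluorescence (Ex 405/Em 525) after 30 min, before the luciferase read.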
TGFb inhibitor – inhibitors of TGF-b signaling | Potency, µM (titrated, usually from 46.1 µM), without a hit: at the highest dose activity, negative = inhibition, hits mostly inhibitors | HepG2 CAGA-GFP TGF-b/SMAD3 reporter, GFP fluorescence, 18 h; TGF-beta stimulated, 500 pg/mL final | 410,000 tested, 1.2% active; note: potency is the fitted concentration of half-maximal effect; % is set by controls: 0 for no effect and ±100 for the full control effect; nearly all actives have a fitted effect of over 65% in size
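First, reporter cells (HEPG2 CAGA-GFP) rested 2 h at 37 degrees C. Next, compounds were pinned in and TGF-beta added to 500 pg/mL final. After 18 h, GFP was imaged per cell and summed per well.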
HepG2 tox – counter-screen for TGF-b inhibitors: cytotoxicity in HepG2 cells | HepG2 CAGA-GFP viability, ATP luminescence, 18 h | 410,000 tested, 0.76% active | Potency, µM (highest dose often 46.1 µM), without a hit: top-dose activity change, negative = cytotoxicity, most hits filed as cytotoxic; note: potency is the fitted concentration of half-maximal effect; some results filed as inactive show a strong effect at the top dose
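HepG2 CAGA-GFP cells (1000/well, DMEM with 1% FBS) received compound, then TGF-beta at 500 pg/mL final, and were incubated 18 hours at 37 degrees C. Viability was read by CellTiter-Glo luminescence. Media-only wells were set as complete cell-killing and DMSO as no toxicity.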
Abeta yeast res – compounds reversing amyloid beta toxicity in yeast. AID 1347071. 410,000 tested, 0.063% active. Potency, µM (highest dose often 46.1 µM), for the others: at the highest dose growth rescue, hits mostly activators. yeast expressing A-beta42, growth rescue, OD600, 48 h; response scale: 0% DMSO, 100% iron-clioquinol control; note: potency is the fitted concentration of half-maximal effect; nearly all actives have a fitted effect of over 55% in size
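Yeast growth medium received pinned compounds, then yeast cells expressing toxic A-beta were added; plates incubated at 30 C for 48 hr. Growth read as absorbance at 600 nm, normalized to DMSO and equimolar FeCl3 plus clioquinol controls.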
Nrf2 inh – inhibitors of Nrf2 signaling; AID 504444; Potency, µM (doses to about 46 µM), for inactives: at the highest dose activity change, negative = inhibition, usual class: inhibitors; 360,000 tested, 2.1% active; A549 ARE-Fluc reporter, luciferase luminescence, 18-24 h; note: potency is the fitted concentration of half-maximal effect; % is set by controls: 0 for no effect and ±100 for the full control effect; nearly all actives have a fitted effect of over 60% in size
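Quantitative HTS in A549 cells stably bearing an antioxidant response element-firefly luciferase construct. Inhibition of Nrf2-driven transcription was scored by luminescence after 18-24 h of compound exposure at 37 °C.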
pAkt inh – inhibitors of Akt phosphorylation; AID 651550; activity change, % for hits at 50 µM; 360,000 tested, 0.32% active; Neuro2A IGF-stimulated pAkt S473 HTRF, 20 min; active compounds read low; in the data active = activity change below about -80%; inconclusive = mostly about -51% to -80%; note: % is set by controls: 0 for no effect and ±100 for the full control effect
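Neuro2A cells in DMEM with 0.5% FBS, overnight at 37 deg C, given compound at single 50 µM final, then IGF (6 nM final) for 20 min at 37 deg C. Lysed; phospho-Akt Ser473 by HTRF after 24 h, 665/615 ratio.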
Nrf2 ARE act – activators of Nrf2 (ARE) signaling. AREc32 ARE-luciferase reporter (MCF7-derived line), luminescence, 24 h. Potency, µM (titrated, usually from 46.1 µM), without a hit: top-dose activation, most hits filed as activators. 410,000 tested, 0.31% active; note: potency is the fitted concentration of half-maximal effect; % of control where 0% means no effect; nearly all actives have a fitted effect of over 65% in size
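AREc32 cells carrying an ARE-driven firefly luciferase reporter were seeded at 1000 cells/well in OPTI-MEM with 5% FBS, then exposed to compound for 24 hr at 37 deg C. Luminescence was read with Steady-Glo after 30 min at RT.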
Mm-Cpn inhibitor – M. maripaludis TRiC chaperonin inhibition | Potency, µM (series often up to 76.9 µM), for the others: at the top dose activity, negative = inhibition, most hits filed as inhibitors | purified Mm-Cpn ATPase, ADP Transcreener TR-FRET | AID 504842 | 330,000 tested, 0.031% active; note: potency is the fitted concentration of half-maximal effect; % is set by controls: 0 for no effect and ±100 for the full control effect; nearly all actives have a fitted effect of over 80% in size
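Quantitative HTS used 25 nM Mm-CPN and 10 uM ATP in magnesium/KCl Tris buffer, pH 7.4, with 1 mM DTT. Hydrolysis ran 30 min at 37°C; ADP was read by HTRF.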
CCT modulator – cytosolic chaperonin activity modulation. purified chaperonin ATPase assay, HTRF ADP detection, 30 min. activity change, % (concentration not given with the values), hits read low. 360,000 tested, 0.3% active; in the data active = activity change below about -30%; note: % is set by controls: 0 for no effect and ±100 for the full control effect
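TRiC (40 or 20 nM final, by batch activity) in 30 mM Tris pH 7.4, 100 mM KCl, 5 mM MgCl2, 1 mM DTT was treated with compound at 76 uM single dose, then 10 uM ATP, 30 min at 37 °C. ADP was read by HTRF Transcreener.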
Active calls of the source: *; i = inactive; ? = inconclusive; / = not tested or not shown; [ ] = dose if it differs, or a comment. Unless noted, calls come from the whole dose curve; as a rule, active = well fitted curve in the direction sought with a large enough effect; inconclusive = small, poorly fitted or top-dose-only effect, or another doubt; inactive = no such curve, though single readings can be large; an effect the other way counts as inactive or inconclusive.

SMILES	A549 viability	TGFb inhibitor	HepG2 tox	Abeta yeast res	Nrf2 inh	pAkt inh	Nrf2 ARE act	Mm-Cpn inhibitor	CCT modulator
Cc1ccc(C)c(NC(=O)CCC(=O)NNC(=S)Nc2ccccc2)c1	-1%	0%	-31%	9%	0%	i	-0.1%	0%	0.2
CN(NC(=O)c1ccc(Cl)cc1)c1nc(-c2ccccc2)nnc1C(F)(F)F	-10%	?	-67%	-11%	23µM*	i	-0.3%	0%	-3.1
CC(Oc1ccccc1)C(=O)Nc1ccc(C(=O)OCc2cc(=O)n3nc(C(C)C)sc3n2)cc1 (centres undefined)	-5%	-3%	-1%	3%	/	/	1.0%	/	/
COc1ccc(O)c(C(c2c(C)[nH][nH]c2=O)c2c(C)[nH][nH]c2=O)c1	6%	16%	-10%	-14%	-17%	i	6.5%	-1%	-0.9
NC(=O)c1ccsc1NC(=O)CSc1ccccc1F	0%	-24%	-16%	2%	9%	i	4.2%	2%	-1.2
COc1ccc(S(=O)(=O)NC2CC(=O)N(c3cccc(F)c3)C2)cc1OC (centres undefined)	-6%	?	9%	-5%	6%	i	0.3%	-3%	2.9
CCOCCCNC(=S)Nc1ccc(Br)cc1Cl	1%	-14%	-10%	?	3%	i	-1.1%	-6%	-1.4
Cc1nc(SCc2ccc(F)cc2)c([N+](=O)[O-])[nH]1	-13%	-12%	-25%	-16%	16%	i	3.8%	-1%	-1.8
CSCCC(NC(=O)c1ccccc1)C(=O)N/N=C(\C)Cc1ccccc1 (centres undefined)	11%	-2%	-9%	4%	5%	i	-0.5%	0%	-2.6
COc1ccc2occ(CC(=O)Nc3ccc(S(=O)(=O)Nc4nccc(C)n4)cc3)c2c1	-3%	-9%	-6%	-12%	6%	/	0.7%	/	/
Cc1nc(NCC2CCCO2)nc2c1C(=O)CC(C)C2 (centres undefined)	6%	-4%	-25%	10%	/	i	3.7%	4%	-3.1
Cn1c2ccc(Br)cc2c2nnc(SCC(=O)O)nc21	0%	-10%	-20%	-5%	-2%	i	8.6%	-8%	0.3
O=C(CCN1CCCCC1)N=Nc1c(O)[nH]c2ccccc12	-8%	-1%	-14%	6%	3%	i	9.2%	-2%	-0.9
Nn1cc(-c2ccccc2)nc1SCC(=O)N1CCN(S(=O)(=O)c2ccc(Cl)cc2)CC1	-3%	0%	-18%	22%	-23%	i	2.4%	2%	0.4
O=c1c(-c2cc3ccccc3o2)[n+]([O-])c2ccccc2n1OCc1ccccn1	-24%	-1%	-11%	0%	2%	i	11%	?	-3.7

Some values from above.
In TGFb inhibitor, COc1ccc2occ(CC(=O)Nc3ccc(S(=O)(=O)Nc4nccc(C)n4)cc3)c2c1 has the entry -9%
In A549 viability, O=c1c(-c2cc3ccccc3o2)[n+]([O-])c2ccccc2n1OCc1ccccn1 has the entry -24%
In CCT modulator, CCOCCCNC(=S)Nc1ccc(Br)cc1Cl has the entry -1.4

The main list resumes, repeating the 2 entries before the break.
SMILES	A549 viability	TGFb inhibitor	HepG2 tox	Abeta yeast res	Nrf2 inh	pAkt inh	Nrf2 ARE act	Mm-Cpn inhibitor	CCT modulator
Nn1cc(-c2ccccc2)nc1SCC(=O)N1CCN(S(=O)(=O)c2ccc(Cl)cc2)CC1	-3%	0%	-18%	22%	-23%	i	2.4%	2%	0.4
O=c1c(-c2cc3ccccc3o2)[n+]([O-])c2ccccc2n1OCc1ccccn1	-24%	-1%	-11%	0%	2%	i	11%	?	-3.7
CC1CCCCN1S(=O)(=O)c1ccc(C(=O)Nc2nnc(-c3cccs3)o2)cc1 (centres undefined)	-17%	-20%	-5%	-4%	13µM*	i	-0.7%	3%	1.3
CCC(=O)Nc1ccc(S(=O)(=O)NCCc2ccccc2)cc1	1%	-6%	1%	16%	?	i	0.0%	0%	0.9
O=C(NC1CCS(=O)(=O)C1)c1cccc(Cl)c1 (centres undefined)	4%	-6%	8%	-4%	-12%	i	0.4%	1%	1.5
Cc1ccc(NC(=O)/C(C#N)=C/c2ccc(C)o2)cc1	-2%	/	-18%	-4%	?	/	25%	/	/
CCC(C)(C)c1ccc(Oc2ccc(NC(=O)COC(=O)C3=COCCO3)cc2)cc1	?	?	-106%	?	8.2µM*	i	0.0%	-1%	-4.7
O=C(Nc1ccc(Cl)cc1Cl)C1CCC(=O)N1Cc1ccccc1Cl (centres undefined)	0%	-5%	-42%	-5%	21%	i	-0.5%	0%	-5.1
N#Cc1c(C(F)(F)F)cc(-c2cccs2)nc1SCC(=O)Nc1ccccc1F	18%	-29%	-24%	-10%	0%	/	?	/	/
Clc1ccc(CSc2nnc3ccccn23)c(Cl)c1	0%	8%	-4%	4%	2%	i	2.5%	1%	-0.8
CCOC(=O)c1sc(NC(=O)CSc2nnnn2-c2ccccc2)nc1C	-16%	34%[activator]	8%	4%	?	i	0.4%	1%	-0.1
CC(=O)N/C(=C\c1cccc([N+](=O)[O-])c1)C(=O)NC1CCCCC1	-7%	2%	2%	6%	-5%	i	5.5%	3%	0.1
O=C(NCc1cccnc1)c1nnc(Cc2ccc(F)cc2)o1	2%	?	-8%	-12%	-1%	i	0.4%	0%	-2.5
COc1ccc(C(=O)c2ccc(Cl)c([N+](=O)[O-])c2)cc1	3%	?	-27%	-8%	?	i	?	-9%	0.4
O=C(Cc1ccc([N+](=O)[O-])cc1)Nc1cccc(C(=O)N2CCOCC2)c1	1%	14%	21%	2%	-8%	i	-0.4%	0%	0.1
CCOCCCn1c(=NC(C)=O)c(C#N)cc2c(=O)n3cccc(C)c3nc21	?	-6%	-1%	-11%	4%	i	0.5%	-3%	-0.2
Cc1cc(C)n(C(=O)CCC(=O)Nc2ccc(C)c(C)c2)n1	-1%	-1%	-4%	-6%	0%	i	-0.1%	-1%	0.8
Cc1cc2c(cc1C)-c1c(ssc1=Nc1ccc(S(N)(=O)=O)cc1)C(C)(C)N2	-15%	?	-44%	-3%	?	i	0.1%	1%	-0.1
Cc1cc(C)n(CC(=O)Nc2ccc(N3CCOCC3)c(Cl)c2)c(=O)c1C#N	-8%	0%	-9%	7%	-28%	i	-0.3%	1%	-1.5
CC(C)NS(=O)(=O)c1cccc2nsnc12	7%	4%	-29%	16%	-6%	i	0.4%	-1%	0.9
CCCc1nnc(SCC(=O)Nc2nccs2)o1	0%	-12%	-4%	11%	9%	i	0.3%	0%	-0.7
CN1CCN(c2nc3c(c(=O)n(C)c(=O)n3C)n2Cc2ccc(Cl)cc2)CC1	-6%	9%	12%	-5%	-21%	i	-0.4%	-11%	2.4
CCOC(=O)C1=C(Nc2ccccc2)CC(C)(O)C(C(=O)OCC)C1c1ccc(Br)cc1 (centres undefined)	-21%	?	-7%	-9%	?	i	2.3%	2%	2.6
Cc1ccc(S(=O)(=O)N2[C@@H](c3ccc(F)cc3)C(C(=O)O)=CC[C@H]2c2ccc(C(C)C)cc2)cc1	-13%	?	-23%	-8%	-17%	i	-1.1%	1%	-0.1
Cc1[nH]c2ccccc2c1C(c1ccncc1)N1CCN(c2ccccc2F)CC1 (centres undefined)	-2%	?	-7%	13%	-12%	i	13%	3%	-3.4
Cc1nc(-c2ccc(Br)cc2)ccc1C(=O)O	-4%	11%	0%	8%	-2%	i	-0.6%	-5%	-1.9
CC(C)C[C@H]1CNC(=O)C(=O)N1C[C@@H]1CCCN1C[C@H](Cc1ccccc1)N1C[C@H](CC(C)C)N(CC2CCCCCC2)C(=O)C1=O	/	/	/	-2%	/	i	-0.4%	/	0.5
CN(C(=O)COC(=O)c1ccc(Cl)c(S(=O)(=O)N2CCCCC2)c1)C1(C#N)CCCCC1	12%	3%	4%	-23%	7%	i	4.3%	1%	-1.2
COC(=O)c1cc(Br)ccc1NC(=O)Nc1ccc(C)cc1	-11%	-16%	-9%	-3%	?	-115%*	-0.9%	/	-0.1
Cc1csc(NC(=O)c2ccc[nH]c2=O)n1	3%	5%	-54%	-16%	6%	i	0.3%	0%	0.7
CCOc1ccc(NC(=O)c2cccc(S(=O)(=O)Nc3c(C)n(C)n(-c4ccccc4)c3=O)c2)cc1	-1%	-4%	-13%	-4%	8%	i	3.8%	/	1.4
COc1ccc(S(=O)(=O)Nc2ccc3c(c2)n(C)c(=O)n3C)cc1OC	9%	-6%	-30%	-5%	-3%	i	?	-1%	-6.2
CC1(C)Nc2ccccc2N(Cc2ccc([N+](=O)[O-])cc2)C1=O	1%	1%	2%	?	-13%	i	1.7%	3%	-2.0

Records above that bear a hit mark in pAkt inh:
compound	TGFb inhibitor	Nrf2 inh	pAkt inh	Mm-Cpn inhibitor	CCT modulator
COC(=O)c1cc(Br)ccc1NC(=O)Nc1ccc(C)cc1	-16%	?	-115%*	/	-0.1

Shown with bars between the fields: part of the list above
Compound | A549 viability | TGFb inhibitor | HepG2 tox | Abeta yeast res | Nrf2 inh | pAkt inh | Nrf2 ARE act | Mm-Cpn inhibitor | CCT modulator
CC(C)NS(=O)(=O)c1cccc2nsnc12 | 7% | 4% | -29% | 16% | -6% | i | 0.4% | -1% | 0.9
CCCc1nnc(SCC(=O)Nc2nccs2)o1 | 0% | -12% | -4% | 11% | 9% | i | 0.3% | 0% | -0.7
